# From PubChem
# H69AR growth 86K: blocks growth of human H69AR lung tumor cells | viability, % at 10 µM | H69AR lung tumor viability, ATP luminescence, 72 h; stronger effect = lower value | AID 598 | actives 6% (n = 85,000);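 active means viability at or below 40%; inactive means viability above 40%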;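 further: multidrug resistant small cell line overexpressing MRP-1 efflux transporter; 100% = mean luminescence of untreated control wells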
# Lung fibro prol: blocks proliferation of human lung fibroblasts; LL 47 human lung fibroblast viability, ATP luminescence; stronger effect = lower value; viability, % at 10 µM; actives 1.1% (n = 85,000); AID 719;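 active means viability at or below 50% in the single dose screen; inactive means viability above 50%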;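 further: compound exposure lasted 72 h before the ATP readout; 100% = median luminescence of untreated cell-only wells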
#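 Benchmarks: Cell-only wells, no compound | Test system: LL 47 human lung fibroblasts, passage 12 or lower | Input: 1,150 cells/well | Measured by: CellTiter-Glo luminescence measuring cellular ATP | Medium: IMEM, 15% FBS supplement | Schedule: Overnight attachment after seeding, then 72 h compound exposure at 37 °C | Doses: Compound addition at 0.1% DMSO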
# Mac1 fbg enh: increases human CD11b/CD18 adhesion to fibrinogen; P05107+P11215; K562 CD11b/CD18 adhesion to fibrinogen, ATPlite luminescence; activation, % at 10 µM; actives 0.07% (n = 93,000); AID 1499;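 active means 10 µM primary screen giving 50% or more activity, confirmed by 40% or more on retest at that dose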; further: strong numbers were not always called active
# CYP2C19 inh: human CYP2C19 inhibition | P33261 | CYP2C19 Supersomes, luciferin-H EGE luminescence, 30 min | inhibition, % at 5 µM | actives 21% (n = 96,000) | AID 778;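 active means CYP2C19 inhibition above a set limit at 5 µM in the primary screen, cut at about 50% in these data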;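 further: plate controls were negative control wells for no effect and 2.5 mM tranylcypromine positive control for full effect; values of inactives mirror those of a sister screen read the other way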
# Target sequence (P33261 whole entry, looked up): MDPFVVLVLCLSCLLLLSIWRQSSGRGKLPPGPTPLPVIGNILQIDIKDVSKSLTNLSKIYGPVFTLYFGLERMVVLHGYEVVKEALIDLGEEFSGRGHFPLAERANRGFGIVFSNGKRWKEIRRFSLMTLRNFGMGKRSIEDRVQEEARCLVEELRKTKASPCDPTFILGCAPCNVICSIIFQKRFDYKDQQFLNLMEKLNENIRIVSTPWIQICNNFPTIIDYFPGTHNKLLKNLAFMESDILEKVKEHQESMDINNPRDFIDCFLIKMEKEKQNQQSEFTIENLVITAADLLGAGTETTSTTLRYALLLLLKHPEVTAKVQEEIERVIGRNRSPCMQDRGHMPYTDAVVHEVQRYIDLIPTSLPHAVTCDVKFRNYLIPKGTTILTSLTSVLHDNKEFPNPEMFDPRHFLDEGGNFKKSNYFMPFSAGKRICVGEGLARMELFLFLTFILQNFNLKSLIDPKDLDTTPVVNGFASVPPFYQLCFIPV
# ERa coact pot: enhances coactivator binding to human estrogen receptor alpha; P03372; TR-FRET ERalpha-LBD/SRC-Cy5 coactivator binding, 2 h; 100 = basal binding, no effect; coactivator binding (% of control), % at 25.6 µM; actives 1.3% (n = 86,000); AID 639; in the data active means activity above about 200%;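 further: binding measured in presence of low estradiol as agonist stimulus; 0% = peptide alone without receptor and 100% = receptor with peptide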
# Target sequence (P03372 whole entry, looked up, the tested form may be a part): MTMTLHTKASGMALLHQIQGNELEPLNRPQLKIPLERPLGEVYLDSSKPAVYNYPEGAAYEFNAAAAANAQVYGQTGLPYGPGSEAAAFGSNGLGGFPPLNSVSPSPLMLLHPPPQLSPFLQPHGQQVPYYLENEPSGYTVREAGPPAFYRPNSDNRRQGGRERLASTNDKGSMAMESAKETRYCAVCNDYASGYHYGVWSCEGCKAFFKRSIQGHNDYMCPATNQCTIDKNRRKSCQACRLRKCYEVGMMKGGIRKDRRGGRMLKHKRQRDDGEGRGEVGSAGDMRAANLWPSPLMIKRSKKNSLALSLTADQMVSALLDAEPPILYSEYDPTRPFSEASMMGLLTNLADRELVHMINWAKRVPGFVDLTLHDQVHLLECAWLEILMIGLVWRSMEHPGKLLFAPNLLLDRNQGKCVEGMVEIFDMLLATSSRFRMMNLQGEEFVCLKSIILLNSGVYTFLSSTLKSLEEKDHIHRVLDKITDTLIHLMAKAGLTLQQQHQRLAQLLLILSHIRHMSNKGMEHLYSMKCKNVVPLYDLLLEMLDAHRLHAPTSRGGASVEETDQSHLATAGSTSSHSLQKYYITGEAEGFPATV
# Mac1 fbg inh: inhibitors of human CD11b/CD18 binding to fibrinogen | P05107+P11215 | K562 CD11b/CD18 adhesion to fibrinogen, ATPlite luminescence; Mn2+ added to activate the integrin | inhibition, % at 10 µM | actives 0.54% (n = 93,000) | AID 1497;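 active means primary inhibition of 50% or more at 10 µM, then 40% or more on retest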; further: some results filed as inactive read as strong as hits
# CYP2C19 act: activators of human cytochrome P450 2C19. recombinant CYP2C19, luciferin-H EGE luminescence; stronger effect = higher value; 0 = fully inhibited enzyme, 1 = untreated enzyme. activation factor at 5 µM. P33261. 96,000 tested, under 10 active;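 active means activation factor of at least 2 at 5 µM in the primary screen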;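 further: 0 = wells with 2.5 mM tranylcypromine and 1 = vehicle-only wells; values of inactives mirror those of a sister screen read the other way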
# HUVEC inhibit: human endothelial cell proliferation inhibition. HUVEC proliferation, CellTiter-Glo luminescence, 72 h; stronger effect = lower value. viability, % at 10 µM (by protocol). actives 1.1% (n = 86,000). AID 648;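 active means viability at or below 30%; inactive means viability above 30%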;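 further: 100% = median luminescence of DMSO-only cell control wells on each plate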
# ERa SRC1 inh: blocks coactivator binding to human estrogen receptor alpha; P03372; TR-FRET ER-alpha LBD / SRC-1 peptide, estradiol-bound; inhibition, % at 25.6 µM; actives 1.7% (n = 86,000); AID 629; in the data active means inhibition above about 50%;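 further: 0% = receptor plus peptide control and 100% = peptide only without receptor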
# The depositor's hits bear a star; · = no result given; [ ] = dose if it differs, or a comment.
mol	H69AR growth 86K	Lung fibro prol	Mac1 fbg enh	CYP2C19 inh	ERa coact pot	Mac1 fbg inh	CYP2C19 act	HUVEC inhibit	ERa SRC1 inh
Cc1ccc2nc3sc(C(=O)N4CCCc5ccccc54)c(N)c3cc2c1	·	·	2.1	86.9*	·	17.6	0.1	·	·
COc1cc2c3c(c1OC)C1(C=CC(=NO)C=C1)CC3N(C(C)=O)CC2 (stereo not drawn)	·	·	-1.2	-4.7	·	8.2	1	·	·
CC1(C)CC(=O)C2=C(C1)NCN(Cc1ccccc1)C2	107.8	98.5	-3.5	27.5	104.8	-9.0	0.7	105.9	-1.6
COc1cccc(NC(=O)c2ccccc2NS(C)(=O)=O)c1	82.8	102.2	·	8.6	122.3	·	0.9	96.1	0.1
O=C(CSCc1cccc(Cl)c1)N1CCN(Cc2ccc3c(c2)OCO3)CC1	83.8	103.7	-0.1	31.4	107.5	7.9	0.7	86.9	-1.1[fluorescence artefact?]
c1ccc(-c2nc(NCC3CCCO3)c3ccccc3n2)nc1 (stereo not drawn)	·	·	-0.3	-1.3	·	-1.6	1	·	·
O=C(CCn1nc(-c2ccccc2)c2ccccc2c1=O)N1CCN(c2ccccc2)CC1	73.8	90.3	1.7	90.3*	121.3	-19.1	0.1	79.1	-23.9
O=C(CSc1ccc2c(c1)OCCO2)NCCN1C(=O)CSC1=O	99.0	95.1	·	44.5	103.9	·	0.6	85.3	-0.1
CCn1c(COc2ccc(=O)n(-c3ccccc3)n2)nnc1SCc1ccccc1	·	·	-3.3	26.9	·	0.0	0.7	·	·
CCCCN(C(=O)Cn1nnc2ccccc21)C(C(=O)NCCOC)c1ccc(OC)cc1 (stereo not drawn)	98.1	96.5	-3.3	43.7	124.2	-1.0	0.6	90.0	-5.6
CC(C)(O)C#Cc1ccc(C(=O)N2CCCC2C(=O)O)s1 (stereo not drawn)	99.6	104.3	-1.8	-6.6	116.5	-8.1	1.1	102.8	-4.5
O=C(Nc1ccccc1)N1CCCCC1c1cccnc1 (stereo not drawn)	82.6	90.2	0.9	-8.2	117.4	-7.5	1.1	97.3	2.0
Cc1ccc(-n2c(C)cc(C=C(C#N)C#N)c2C)cc1	·	·	-6.4	41.7	·	-6.7	0.6	·	·
COc1ccc(Cn2c(CCCO)nc3ccccc32)cc1OC	88.7	100.5	-2.9	90.8*	100.3	-11.7	0.1	92.3	0.0
Cc1nn2c(N3CCN(c4ccccn4)CC3)cc(C(C)C)nc2c1-c1ccccc1	66.1	98.9	-0.2	13.6	131.1	-8.0	0.9	80.2	6.2[fluorescence artefact?]
CC(C)COC(=O)n1c(SCC(=O)N(C)C)nc2ccccc21	87.8	100.8	5.3	64.7*	117.4	-13.2	0.4	92.6	5.8[fluorescence artefact?]
CN(C)CCCNS(=O)(=O)c1ccc(Oc2ncc(C(F)(F)F)cc2Cl)cc1	·	·	-2.1	9.3	·	1.6	0.9	·	·
O=C(CCc1nc(-c2ccccc2)no1)NCC1CCCO1 (stereo not drawn)	103.4	·	-2.7	-8.4	99.3	-0.3	1.1	98.4	1.8
CN1C(=O)C2(C(C#N)=C(N)Oc3n[nH]c(-c4ccc(Cl)cc4)c32)c2ccccc21 (stereo not drawn)	66.9	96.8	-0.1	28.8	82.2	0.1	0.7	94.2	7.4
O=C(c1cccs1)N1CCN(S(=O)(=O)c2ccccc2)CC1	101.5	106.7	2.6	97.0*	98.2	-6.0	0	113.7	-3.0
COc1ccc(-c2nc3n(n2)C(c2ccccc2Cl)C(C(N)=O)=C(C)N3)cc1 (stereo not drawn)	92.5	100.7	-5.4	52.6*	118.0	-12.7	0.5	89.6	-6.4
O=C(CCN1C(=O)C2C3C=CC(C3)C2C1=O)NCCc1ccccc1 (stereo not drawn)	101.2	105.9	0.3	15.3	131.2	-12.6	0.8	98.2	-41.1
CC(CNC(=O)C1CCCCC1)NC(=O)C1CCCCC1 (stereo not drawn)	97.6	92.5	-0.5	-10.6	132.6	5.9	1.1	87.5	1.8
COc1ccc(C2=Nn3c(nnc3-c3cccnc3)SC2)cc1	46.2	91.0	·	·	99.1	·	·	85.0	-9.8
C=CCn1c(SCC(=O)O)nnc1-c1ccc(C(C)(C)C)cc1	94.5	102.6	-2.3	-6.0	102.8	-4.0	1.1	98.8	7.8[fluorescence artefact?]
C=CCn1c(NCCO)nc2sc3c(c2c1=O)CCC3	83.5	102.0	-4.9	13.1	97.8	-7.7	0.9	92.8	1.4
O=C(CN1C(=O)CC(c2ccccc2)=Nc2ccccc21)NC1CCCCC1	77.6	102.1	1.5	52.2*	102.8	-9.2	0.5	99.0	-6.5
CCOC(=O)Cn1nnc(-c2ccc(OCC(C)C)cc2)n1	90.1	93.3	-0.7	21.5	112.8	4.6	0.8	102.3	-0.7
COc1cc(CC(=O)NCCc2ccc(S(N)(=O)=O)cc2)cc(OC)c1OC	·	·	-2.7	-15.3	·	-11.0	1.2	·	·
COc1ccc(Cn2nnnc2C(c2cccs2)N2CCOCC2)cc1 (stereo not drawn)	105.5	97.3	-1.1	86.3*	102.7	-12.2	0.1	91.3	4.9
O=C(NCC1CCCO1)C1CCC(=O)N1Cc1ccc(F)cc1 (stereo not drawn)	96.1	94.5	·	-2.3	98.5	·	1	98.6	1.6
C=CC[N+](C)(C)C/C(Cl)=C(\Cl)c1ccccc1	92.8	104.9	1.5	-13.9	92.6	-1.9	1.1	106.0	-1.0
COC(=O)c1c(C(=O)OC)c(-c2ccc(C)cc2)n2c1CCC2	·	·	-1.8	21.3	·	-5.5	0.8	·	·
COc1ccc2c(c1)CCc1c(C(=O)NCCc3ccc(OC)c(OC)c3)noc1-2	94.2	71.2	14.4	33.2	138.0[fluorescence artefact?]	-13.5	0.7	88.0	-31.6
COc1ccc(C(CC(=O)O)NC(=O)c2ccco2)cc1 (stereo not drawn)	87.6	106.0	4.4	9.9	99.4	41.8	0.9	98.9	-2.5
Cc1cccc(C)c1OCC(=O)N/N=C/c1cccn1C	83.3	91.4	·	·	112.7	·	·	93.9	-7.2

# 2 consecutive entries from above, quoted:
mol	H69AR growth 86K	Lung fibro prol	Mac1 fbg enh	CYP2C19 inh	ERa coact pot	Mac1 fbg inh	CYP2C19 act	HUVEC inhibit	ERa SRC1 inh
C=CCn1c(SCC(=O)O)nnc1-c1ccc(C(C)(C)C)cc1	94.5	102.6	-2.3	-6.0	102.8	-4.0	1.1	98.8	7.8[fluorescence artefact?]
C=CCn1c(NCCO)nc2sc3c(c2c1=O)CCC3	83.5	102.0	-4.9	13.1	97.8	-7.7	0.9	92.8	1.4

# Remaining list, next part:
mol	H69AR growth 86K	Lung fibro prol	Mac1 fbg enh	CYP2C19 inh	ERa coact pot	Mac1 fbg inh	CYP2C19 act	HUVEC inhibit	ERa SRC1 inh
CC(C)OC(=O)CN1C(=O)C(C)(C)Oc2ccc(C(=O)NC3CC3)cc21	98.1	95.4	1.9	12.4	114.2	-29.6	0.9	90.5	-8.8
O=C(CSc1nc(O)c(Cc2ccccc2F)c(=O)[nH]1)N1CCCCCC1	95.6	94.3	-1.5	-8.3	133.4	23.7	1.1	86.6	3.1[fluorescence artefact?]
COCC(=O)N(Cc1ccc(OC)cc1)Cc1nc2ccccc2c(=O)[nH]1	·	·	2.9	26.6	·	-0.5	0.7	·	·
Cc1ccc(NC(=O)c2cc(S(=O)(=O)N3CCCCC3)cs2)cc1	98.7	104.2	-3.5	19.2	92.3	43.9	0.8	78.1	-0.4[fluorescence artefact?]
O=C(CSc1nc(N2CCCCC2)nc(N2CCCCC2)n1)c1ccccc1	79.2	75.0	1.8	47.4	101.2[fluorescence artefact?]	7.5	0.5	95.4	5.2
CN(C)S(=O)(=O)c1ccc(C(=O)N2CCOCC2)cc1	98.5	105.2	-0.6	0.3	111.8[fluorescence artefact?]	-39.1	1	97.0	0.4[fluorescence artefact?]
COc1ccccc1NC(=O)c1ccc(CN(c2cc(Cl)ccc2C)S(=O)(=O)c2ccccc2)cc1	·	·	-1.6	-3.5	·	-12.5	1	·	·
Cc1c(C(=O)CN2CCOCC2)[nH]c2ccccc12	88.3	104.2	-5.3	56.0*	128.9	3.7	0.4	97.2	3.0[fluorescence artefact?]
COc1ccc(NC(=O)C2CCCN2c2ccc(OC)c(OC)c2)cc1OC (stereo not drawn)	91.1	94.5	-1.9	22.2	107.3	-23.9	0.8	96.7	-13.8
N#C/C(=C(/O)CN1CCOCC1)c1nc2ccccc2s1	104.0	101.4	2.0	-14.1	109.5[fluorescence artefact?]	-0.7	1.1	82.7	3.1
CCCS(=O)(=O)c1c(S(=O)(=O)CCC)c2c3ccccc3ccn2c1C(N)=O	71.2	100.1	0.1	2.0	97.8	0.6	1	116.6	-5.5
COCCCNC(=O)c1ccc(Cn2c(=O)c3ccccc3n(Cc3ccc(C)cc3)c2=O)cc1	42.6	75.3	2.1	47.1	110.9[fluorescence artefact?]	12.3	0.5	63.3	13.6[fluorescence artefact?]
O=C(Nc1nncs1)c1ccc(N2C(=O)C3C4C=CC(C4)C3C2=O)cc1 (stereo not drawn)	84.1	96.3	2.7	-16.1	127.4	-17.0	1.2	94.7	-11.6
COc1ccc(CCN2C(=O)C3C4C=CC(C3C2=O)C2C(=O)N(CCc3ccc(OC)c(OC)c3)C(=O)C42)cc1OC (stereo not drawn)	39.6*	103.2	0.0	19.7	108.0	23.8	0.8	96.5	0.1
Cc1cc(C)c(OCCCCCNCCO)c(C)c1	76.1	90.2	-2.0	24.3	94.5[fluorescence artefact?]	4.6	0.8	88.9	7.4
CCOC(=O)C1=C(c2ccccc2)OC(N)=C(C#N)C1C(C)C (stereo not drawn)	89.2	97.9	-4.4	32.4	112.2	4.2	0.7	90.2	-3.9
c1ccc(CSc2nnc(-c3ccncc3)o2)cc1	89.0	110.2	1.2	97.1*	78.2	-0.6	0	101.2	1.9
Cc1cccc(Cc2nnc(NC(=O)c3cccc(S(=O)(=O)N4CCOCC4)c3)s2)c1	100.6	93.7	2.3	20.5	106.3	-1.5	0.8	96.1	2.0
COc1ccc(C2C(C(=O)c3cccs3)=C(O)C(=O)N2c2nncs2)cc1 (stereo not drawn)	92.4	97.6	0.0	3.0	93.8[fluorescence artefact?]	-12.4	1	98.4	-9.5
CC1(C)C(c2cccs2)=[N+]([O-])C2(CCCCC/C2=N\NC(N)=S)N1O (stereo not drawn)	96.8	96.5	-1.6	-11.6	101.6	18.5	1.1	101.0	-4.3
Nc1nnc(-c2cc3ccccc3oc2=O)s1	95.0	99.6	-0.6	0.3	114.9[fluorescence artefact?]	1.2	1	87.4	-19.2[fluorescence artefact?]
O=C(NCc1ccc(Cl)cc1)c1ccc(Br)o1	·	·	-3.4	95.2*	·	-5.2	0	·	·
CC(C)(C)C(=O)N(CCN(C(=O)C(C)(C)C)c1ccccc1)c1ccccc1	80.7	89.5	·	13.6	121.6	·	0.9	99.1	23.1
O=C1C(=C(c2ccccc2)c2ccccc2)Nc2ccccc21	·	·	-5.2	63.6*	·	7.4	0.4	·	·
C=CCn1c(NC(=O)c2ccc(C)cc2)c(C#N)sc1=N	78.3	94.3	1.6	-1.7	109.8	-12.5	1	73.3	-17.8
